HT1080 IDH1KD tx = toxicity to HT-1080 IDH1 knockdown cells (counter line) | Potency, µM (titrated, usually from 46.1 µM), inactives show top-dose activity, negative = toxicity, actives largely listed as cytotoxic | HT-1080 IDH1 knockdown viability, ATP luminescence, 48 h | AID 686971 | 2% of 360,000 active;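 further: potency means the concentration at half of the fitted maximal effect; 0% = DMSO wells and -100% = cell-free medium wells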
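Using the IDH1-knockdown HT-1080 line run in the same batch and compound series as the NT line, viability after 48 h at 37 °C was determined by CellTiter-Glo luminescence and expressed as % activity.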
KB-V1 MDR tox = KB-V1 MDR subline cytotoxicity | Potency, µM (titrated, usually from 46.1 µM), without a hit: top-dose activity change, negative = cytotoxicity, hits mostly cytotoxic | KB-V1 MDR cells viability, CellTiter-Glo, 72 h | 3.4% of 400,000 active; further: potency means the concentration at half of the fitted maximal effect; on the % scale 0 is the no-effect control and ±100 the full control effect; nearly all actives have a fitted effect of over 60% in size
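Potencies derive from concentration-effect curves fitted to normalized luminescence (CellTiter-Glo) of KB-V1 cells treated for 72 h at 37 degrees C in phenol-red-free DMEM containing 10% FBS.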
SW480 rereplic = induces DNA re-replication in SW480 colon adenocarcinoma cells; SW480 DNA re-replication, Hoechst DNA content imaging, 48 h; Potency, µM (titrated, usually from 46.1 µM), for inactives: at the top dose re-replication activation, hits mostly activators; 1.8% of 340,000 active; further: potency means the concentration at half of the fitted maximal effect; % of control where 0% means no effect; nearly all actives have a fitted effect of over 55% in size
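Quantitative HTS format with DMSO vehicle controls; 48 hr drug incubation at 37 C, then 40 min Hoechst staining and scanning imager measurement at 405 nm excitation.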
IL-1B inflam inh = blocks inflammasome-driven IL-1 beta release. activity change, % at 57.5 µM. THP-1 LPS/ATP IL-1B secretion, AlphaLISA, 16 h; stronger effect = lower value. 4.7% of 360,000 active; in the data active means activity change below about -50%; inconclusive means mostly about -30% to -49%; further: on the % scale 0 is the no-effect control and ±100 the full control effect
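THP-1 cells pretreated 1 hr with compounds (up to 57.5 uM final), then stimulated with LPS (250 ng/mL final) plus ATP (1.25 mM final); secreted IL-1B measured by AlphaLISA after 16 hr, decreased signal indicating inhibition.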
D3 ag = agonists of human D3 dopamine receptor | P35462 | D3R DiscoveRx beta-arrestin cells, luminescence, 90 min | max activation, % | 0.58% of 410,000 active | AID 652048; in the data active means max activation above about 30%; further: 0% is about no effect; mostly tested at two doses, the higher about 12 µM
Target sequence (P35462 whole entry, looked up): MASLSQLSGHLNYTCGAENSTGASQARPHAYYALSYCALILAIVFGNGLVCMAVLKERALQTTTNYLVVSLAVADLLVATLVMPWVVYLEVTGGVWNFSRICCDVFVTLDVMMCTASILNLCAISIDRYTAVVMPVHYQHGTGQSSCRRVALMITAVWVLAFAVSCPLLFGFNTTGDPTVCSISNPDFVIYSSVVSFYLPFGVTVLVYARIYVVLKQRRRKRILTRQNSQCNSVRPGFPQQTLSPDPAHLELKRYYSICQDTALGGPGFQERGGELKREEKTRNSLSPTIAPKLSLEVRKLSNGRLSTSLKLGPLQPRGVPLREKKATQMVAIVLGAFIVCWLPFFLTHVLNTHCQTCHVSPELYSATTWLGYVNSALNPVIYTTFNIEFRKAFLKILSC
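Agonist mode: compounds and dopamine controls were applied to plated cells for 90 min at 37 degrees C after an overnight attachment at 1500 cells/well. Luminescent read-out followed 30 - 60 minutes at room temperature with DiscoveRx detection reagent.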
KB-3-1 cytotox = kills parental KB-3-1 adenocarcinoma cells | KB-3-1 viability, CellTiter-Glo ATP luminescence, 72 h | Potency, µM (top dose mostly 46.1 µM), for the others: top-dose activity change, negative = cytotoxic, actives largely listed as cytotoxic | 1.4% of 400,000 active | AID 1347075; further: potency means the concentration at half of the fitted maximal effect; on the % scale 0 is the no-effect control and ±100 the full control effect; nearly all actives have a fitted effect of over 60% in size
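Using CellTiter-Glo luminescence, growth of non-resistant KB-3-1 adenocarcinoma cells is assessed 72 h after pin-tool compound addition at 37 °C. Normalized responses across the concentration series yield fitted curves.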
GLP1R cytotox = cytotoxicity in counter-screen for GLP-1R inverse agonists; 0.13% of 410,000 active; HEK293 cAMP-luciferase reporter cells, luminescence, 24 h; Potency, µM (highest dose often 38.3 µM), inactives show top-dose activity change, negative = inhibition, hits mostly inhibitors;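 further: loss of luciferase light is scored as toxicity; potency means the concentration at half of the fitted maximal effect; on the % scale 0 is the no-effect control and ±100 the full control effect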
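Step one: seed cells (200 cells/uL, DMEM with 10% Nu serum, 1% pen-strep). Step two: 12-hour incubation at 37 deg C. Step three: pin 23 nL compound, incubate 24 hr. Step four: add luciferase reagent, read luminescence 12 min later.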
MCF10A rerep = inducers of DNA re-replication in MCF 10A breast cells; 2.9% of 350,000 active; MCF 10A DNA re-replication, Hoechst nuclear intensity, 48 h; Potency, µM (series often up to 46.1 µM), without a hit: top-dose activity, positive = re-replication, usual class: activators; AID 624296; further: potency means the concentration at half of the fitted maximal effect; % of control where 0% means no effect; nearly all actives have a fitted effect of over 50% in size
HT1080NT lethal = kills 2HG-producing HT-1080-NT fibrosarcoma cells. Potency, µM (series often up to 46.1 µM), without a hit: top-dose activity, negative = less viability, actives largely listed as cytotoxic. 1.6% of 360,000 active. HT-1080-NT fibrosarcoma viability, CellTiter-Glo ATP luminescence, 48 h. AID 686970;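 further: NT is the 2HG producing partner of a matched IDH1 knockdown line; potency means the concentration at half of the fitted maximal effect; 0% = DMSO-treated cells and -100% = media-only wells without cells; nearly all actives have a fitted effect of over 55% in size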
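Luminescent CellTiter-Glo readout after 48 hours of compound exposure at 37 degrees C defined viability of HT-1080-NT cells. Activity was normalized to DMSO wells and cell-free media wells; concentration-response curves were fitted and assigned curve classes.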
The depositor's hits bear a star; i = inactive; ? = inconclusive; . = not tested or not shown; [ ] = another dose, or the depositor's remark. Unless noted, the call rests on the fitted dose curve; in most records, active means well fitted curve in the direction sought with a large enough effect; inconclusive means small, poorly fitted or top-dose-only effect, or another doubt; inactive means no such curve, though single readings can be large; an effect the other way counts as inactive or inconclusive.

SMILES	HT1080 IDH1KD tx	KB-V1 MDR tox	SW480 rereplic	IL-1B inflam inh	D3 ag	KB-3-1 cytotox	GLP1R cytotox	MCF10A rerep	HT1080NT lethal
CCOC(=O)C1(Cc2ccccc2)CCN(Cc2cn[nH]c2-c2ccccc2)CC1	-2%	-5%	-4%	-6	5	8%	?	-13%	-9%
Cc1c(C(=O)O)[nH]c2c1C(=O)CC(c1ccccc1)C2 (stereo not drawn)	0%	-6%	-1%	-8	1	11%	52%[activator]	6%	1%
Nc1ccc(Oc2cccc(Oc3ccc(N)cc3)c2)cc1	-8%	4%	-1%	-18	11	1%	5%	6%	-17%
N#Cc1ccsc1NC(=O)CCc1ccccc1	?	?	?	53	4	?	-14%	?	?
CC(=O)NC(CC(C)C)C(=O)NC(Cc1ccccc1)C(=O)CCl (stereo not drawn)	?	-8%	17%	-98*	-10	17%	-41%	8.2µM*	-14%
Cc1cc(C)c2ccc3c(C)c(C)nc3c2[nH]1	?	16µM*	?	-1	2	?	-30%	21µM*	?
O=S1(=O)N(Cc2ccccc2F)CCCN1Cc1c(F)cccc1Cl	3%	5%	-8%	3	6	0%	6%	3%	0%
O=C(c1cc2cc(Cl)ccc2[nH]1)N1CCc2ccccc2C1	7%	0%	-2%	8	-2	1%	7%	-3%	15%
CC(=O)N/C(=C\c1ccccc1)C(=O)NC(C)C(=O)O (stereo not drawn)	19%	-4%	1%	-1	3	13%	-1%[7.66 µM]	0%	11%
CCOC1=C2[C@@H](CN(S(=O)(=O)c3ccc(C)cc3)[C@H]2c2ccccc2)[C@H]2C(=O)N(Cc3ccccc3)C(=O)[C@H]2C1	17%	12%	.	9	0	0%	-9%	.	23%
Nc1nc2nccc(-c3ccc(Cl)cc3)n2n1	7%	?	-5%	-14	3	?	8%	-1%	11%
CC(=O)Nc1ccc(S(=O)(=O)NNC(=S)NCC2CCCO2)cc1 (stereo not drawn)	-3%	-13%	-4%	?	-6	3%	1%	-12%	2%
CCC(C)NCC(=O)Nc1sc2c(c1C(N)=O)CCC2 (stereo not drawn)	12%	-17%	8%	-15	3	16%	-21%	-1%	13%
COc1ccc(CCNC(=O)C2CC(=O)N(c3ccc(C(C)(C)C)cc3)C2)cc1OC (stereo not drawn)	0%	0%	-2%	0	6	-11%	0%	0.58µM*	-1%
O=C(CCCNC(=O)/C(=C\c1ccccc1F)NC(=O)c1ccccc1)OCc1ccccc1	0%	-7%	1%	-5	2	-4%	-1%	-4%	0%
Cc1ccccc1-c1nc2c3ccccc3nc(=S)n2[nH]1	12%	-10%	15%	11	0	-8%	?	7.3µM*	8%
CCN1C(=O)[C@H]2[C@H]3CN=C(SCc4ccc(C(=O)OC)cc4)N3[C@@](CC)(C(=O)OC)[C@H]2C1=O	-2%	1%	16%[9.22 µM]	17	-37	?	5%	3%	-3%
Cc1ccc(C2=NS(=O)(=O)N(C)C(C(=O)NCc3ccccn3)=C2)cc1	8%	-14%	-6%	28	4	?	-1%	-5%	-12%
CCOc1cc(N2CCOCC2)c(OCC)cc1NC(=O)COC(=O)c1cc2ccccc2cc1O	7%	?	-4%	3	-4	4%	1%	18%	8%
Cc1nn2c(SCC(=O)c3cccs3)cc(C(C)(C)C)nc2c1-c1ccccc1	-22%	-62%	?	26	26	?	2%	19%	-24%
Cc1cc(/C=N/NC(=O)c2cccc([N+](=O)[O-])c2)c(C)n1-c1ccccc1	-17%	?	-3%	-80*	-8	2%	-3%	9%	-8%
O=[N+]([O-])c1cccc2c1ccc1ncccc12	?	-14%	1%	-8	-2	0%	-1%	-5%	?
Cc1cc(C(=O)NC2CCCc3c2cnn3-c2ccc(C)c(C)c2)nc(C)n1 (stereo not drawn)	-19%	?	-21%	24	2	-27%	-12%	8%	-1%
CNCCCc1[nH]nc(N)c1C#N	2%	5%	-90%[inhibitor]	18	5	10%	7%	1%	7%
COc1ccc(Cl)cc1NC(=O)NCc1noc2ccccc12	.	2%	.	.	-17	3%	8%	.	.
CC(C)c1ccc(C2c3c(-c4ccccc4O)n[nH]c3C(=O)N2Cc2ccncc2)cc1 (stereo not drawn)	.	?	.	.	3	-29%	?	.	.
CN(C)CCOC1c2ccccc2CCc2ccc3ccccc3c21 (stereo not drawn)	16µM*	?	8%	-86*	-36	-21%	?	10%	21µM*
CCOc1ccccc1NC(=O)Cn1cnc2sc(C)c(S(=O)(=O)N3CCC(C)CC3)c2c1=O	.	-1%	.	.	-11	1%	-3%	.	.
Cn1c(=O)c2[nH]c(NN=Cc3cccc(Br)c3)nc2n(C)c1=O	-9%	?	?	-20	4	-9%	-17%	?	-11%
CC1(C)CC2(CC(C)(C)N1)OC(=O)N1CCc3ccccc3C12C (stereo not drawn)	4%	-3%	-1%	24	-1	0%	-8%	21%	6%
Cc1cc(C)cc(NC(=O)C2COc3ccccc3O2)c1 (stereo not drawn)	15%	-16%	.	-28	-3	0%	-10%	.	22%
CC1(C)Cc2c(c(N3CCCCC3)[nH]c(=S)c2C#N)CS1	14%	12µM*	-5%	50	3	2%	10%	?	5%
Oc1ccc(-c2nccc(-c3cccs3)n2)cc1	?	-3%	-5%	-7	-4	2%	-13%	15%	?
COc1cccc(NC(=O)CN(c2cccc(OC)c2)S(C)(=O)=O)c1	2%	-17%	-84%[inhibitor]	-1	0	-8%	-7%	3%	4%
Brc1csc2ncccc12	18%	0%	-3%	17	-20	3%	-2%	-2%	17%
O=C(CNS(=O)(=O)c1ccccc1)OCC(=O)c1ccc(F)cc1	-1%	24%	-13%	-1	1	-1%	14%	?	1%
COCCCn1c(SCC(=O)c2c(N)n(C3CC3)c(=O)[nH]c2=O)nnc1-c1ccccc1Cl	14%	5%	.	4	1	0%	15%	.	5%
CC1CCCCN1C(=O)CCn1c(=O)oc2ccccc21 (stereo not drawn)	3%	2%	25%	-3	-2	21%	-18%	0%	3%
C[C@H](CO)N1C[C@H](C)[C@@H](CN(C)Cc2ccccc2)OCc2cnnn2CCCC1=O	1%	-9%	.	-12	-1	8%	-5%	.	1%
O=[N+]([O-])c1cccc(COc2ccccc2CO)c1	11%	-13%	.	5	1	12%	3%	.	7%

Complete entries from above.
COCCCn1c(SCC(=O)c2c(N)n(C3CC3)c(=O)[nH]c2=O)nnc1-c1ccccc1Cl reads HT1080 IDH1KD tx = 14%; KB-V1 MDR tox = 5%; SW480 rereplic = .; IL-1B inflam inh = 4; D3 ag = 1; KB-3-1 cytotox = 0%; GLP1R cytotox = 15%; MCF10A rerep = .; HT1080NT lethal = 5%
C[C@H](CO)N1C[C@H](C)[C@@H](CN(C)Cc2ccccc2)OCc2cnnn2CCCC1=O reads HT1080 IDH1KD tx = 1%; KB-V1 MDR tox = -9%; SW480 rereplic = .; IL-1B inflam inh = -12; D3 ag = -1; KB-3-1 cytotox = 8%; GLP1R cytotox = -5%; MCF10A rerep = .; HT1080NT lethal = 1%

The results go on.
SMILES	HT1080 IDH1KD tx	KB-V1 MDR tox	SW480 rereplic	IL-1B inflam inh	D3 ag	KB-3-1 cytotox	GLP1R cytotox	MCF10A rerep	HT1080NT lethal
Cc1oc(-c2cccc(Cl)c2)nc1CN1CCC(C(=O)NC2CC2)CC1	15%	11%	4%	0	4	1%	4%	1%	13%
Cn1cc(CCC(=O)NCc2ccc3c(c2)OCO3)c2ccccc21	7%	-14%	0%	0	9	-2%	1%	-6%	-4%
CC(=O)Nc1ccc(C(=O)NN2C(=O)NC3(CCCCC3)C2=O)cc1	0%	1%	?	36	11	-8%	2%	4%	8%
COC(=O)N/N=C/c1cn(CCCOc2ccc(C)cc2)c2ccccc12	?	18µM*	4%	-91*	1	?	9%	?	-19%
O=C(N/N=C/c1coc2ccccc2c1=O)c1cc(Br)c(O)c(Br)c1	-16%	1%	7%	i	4	7%	-6%	-10%	-6%
CCCc1nc2c(C)cc(Br)cn2c1Cc1ccc(C)cc1	-14%	13%	.	23	12	0%	13%	.	-19%
NC(=O)[C@@H]1CCCNc2c(I)cc([N+](=O)[O-])cc2C(=O)N[C@@H](Cc2ccccc2)C(=O)N[C@@H](Cc2cnc[nH]2)C(=O)N1	0%	0%	-1%	-6	-15	0%	5%	21%	9%

Filtered by structure: the entries above with a Cl atom (7)
SMILES	HT1080 IDH1KD tx	KB-V1 MDR tox	SW480 rereplic	IL-1B inflam inh	D3 ag	KB-3-1 cytotox	GLP1R cytotox	MCF10A rerep	HT1080NT lethal
CC(=O)NC(CC(C)C)C(=O)NC(Cc1ccccc1)C(=O)CCl (stereo not drawn)	?	-8%	17%	-98*	-10	17%	-41%	8.2µM*	-14%
O=S1(=O)N(Cc2ccccc2F)CCCN1Cc1c(F)cccc1Cl	3%	5%	-8%	3	6	0%	6%	3%	0%
O=C(c1cc2cc(Cl)ccc2[nH]1)N1CCc2ccccc2C1	7%	0%	-2%	8	-2	1%	7%	-3%	15%
Nc1nc2nccc(-c3ccc(Cl)cc3)n2n1	7%	?	-5%	-14	3	?	8%	-1%	11%
COc1ccc(Cl)cc1NC(=O)NCc1noc2ccccc12	.	2%	.	.	-17	3%	8%	.	.
COCCCn1c(SCC(=O)c2c(N)n(C3CC3)c(=O)[nH]c2=O)nnc1-c1ccccc1Cl	14%	5%	.	4	1	0%	15%	.	5%
Cc1oc(-c2cccc(Cl)c2)nc1CN1CCC(C(=O)NC2CC2)CC1	15%	11%	4%	0	4	1%	4%	1%	13%
